Screening results deposited in PubChem BioAssay by National Center for Advancing Translational Sciences (NCATS).
BRCT PPI red – qHTS Assay for Inhibitors of BRCT-Phosphoprotein Interaction (Red Fluorophore) | Breast cancer type 1 susceptibility protein (Homo sapiens), P38398 | BRCT-phosphopeptide binding, red fluorescence polarization | Potency, µM (top dose mostly 76.9 µM), inactives show top-dose activity change, negative = inhibition, usual class: inhibitors | actives 0.03% (n = 75,000); further: on the % scale 0 is the no-effect control and ±100 the full control effect
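Rhodamine-labelled pBACH1 10-mer (100 nM) bound to BRCT domain (100 nM) at pH 7.3; compounds incubated 12 min room temperature, polarization read. Free peptide defines full inhibition; unlabelled decapeptide titrated as control.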
Casp7 inh – qHTS Assay for Allosteric/Competitive Inhibitors of Caspase-7. P55210. recombinant caspase-7, Ac-DEVD-AFC fluorescence rate. Potency, µM (top dose mostly 57.5 µM), for the others: top-dose activity change, negative = inhibition, most hits filed as inhibitors. actives 0.02% (n = 75,000); active means well fitted inhibition curve with a large enough effect in the main read-out, with a control signal flat, not every such curve was filed as active; inconclusive means small, poorly fitted or top-dose-only effect, or a change in a side signal; further: potency means the concentration at half of the fitted maximal effect; % of control where 0% means no effect
BRCT PPI green – qHTS Assay for Inhibitors of BRCT-Phosphoprotein Interaction (Green Fluorophore); Potency, µM (top dose mostly 76.9 µM), for the others: at the top dose activity change, negative = inhibition, actives largely listed as inhibitors; BRCA1 BRCT-phosphopeptide binding, green fluorescence polarization; actives 0.05% (n = 75,000);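 further: potency means the concentration at half of the fitted maximal effect; plate controls were peptide without protein for full effect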
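Fluorescence polarization: His-tagged BRCT (~35 kDa BRCA1 C-terminus, 250 nM) bound to 100 nM fluorescein-labeled phosphorylated 10-aa BACH1 peptide, pH 7.3 phosphate buffer with DTT and Tween 20. Compounds incubated 12 min at room temperature; inhibition read as lowered polarization.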
GFP derepression – qHTS Assay for Epigenetic Modulators. actives 0.09% (n = 68,000). AID 597, 2007. mouse C127i GFP locus derepression, cytometry, 30 h. Potency, µM (series often up to 46.1 µM), without a hit: at the top dose GFP derepression (activation); further: % of control where 0% means no effect
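Read-out is the number of GFP-positive cells, scored as fluorescent objects 20 to 120 um wide, reflecting derepression of a silenced CMV-GFP reporter in murine C127i cells after 30 h compound exposure at 37 C.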
A350 autofl – qHTS Assay for Spectroscopic Profiling in A350 Spectral Region; max dye-equivalent concentration, M; Compound autofluorescence, 340/450 nm, Alexa 350 dye-equivalents; hits give high values; actives 11% (n = 59,000); in the data active means max dye-equivalent concentration above about 10 nM; inconclusive means mostly about 1.1 nM to 9.6 nM
HEK293 cAMP cs – qHTS Assay for Agonists of the Thyroid Stimulating Hormone Receptor: Activators of Intracellular cAMP Concentrations in Parental HEK 293; AID 938, 2007; Potency, µM (titrated, usually from 57.1 µM), without a hit: at the highest dose activation, most hits filed as activators; parental HEK293 CNG cAMP sensor, membrane potential fluorescence; actives 2.5% (n = 73,000); further: potency means the concentration at half of the fitted maximal effect; % of control where 0% means no effect; nearly all actives have a fitted effect of over 55% in size
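Counterscreen for endogenous-receptor signalling: CNG-channel HEK 293 cells report cAMP rise by membrane depolarization. After 60 min dye equilibration with 100 uM RO 20-1724, compounds incubated 30 min before bottom-read fluorescence at 590 nm.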
4-MU autofl – qHTS Assay for Spectroscopic Profiling in 4-MU Spectral Region | actives 11% (n = 59,000) | max dye-equivalent concentration, M | AID 589, 2007 | compound autofluorescence, 340/450 nm, 4-MU equivalents; hits give high values; in the data active means max dye-equivalent concentration above about 10 nM; inconclusive means mostly about 1.1 nM to 9.6 nM
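Compounds in 100 mM Tris, pH 8.0, sat 15 min at room temperature before fluorescence was read at 340 nm excitation/450 nm emission; a per-plate six-point 4-MU standard curve converted signals to dye-equivalent concentration at each compound concentration.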
USP2a inhib – qHTS Assay for Inhibitors of Ubiquitin-specific Protease USP2a | Ubiquitin carboxyl-terminal hydrolase 2 (Homo sapiens), O75604 | USP2a enzymatic assay, qHTS inhibition | Potency, µM (top dose mostly 38.3 µM), without a hit: at the top dose activity change, negative = inhibition, usual class: inhibitors | actives 0.1% (n = 60,000) | AID 927, 2007;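 further: potency means the concentration at half of the fitted maximal effect; nearly all actives have a fitted effect of over 60% in size; plate controls were DMSO for no effect and NEM full inhibition control for full effect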
Target sequence (O75604 whole entry, looked up): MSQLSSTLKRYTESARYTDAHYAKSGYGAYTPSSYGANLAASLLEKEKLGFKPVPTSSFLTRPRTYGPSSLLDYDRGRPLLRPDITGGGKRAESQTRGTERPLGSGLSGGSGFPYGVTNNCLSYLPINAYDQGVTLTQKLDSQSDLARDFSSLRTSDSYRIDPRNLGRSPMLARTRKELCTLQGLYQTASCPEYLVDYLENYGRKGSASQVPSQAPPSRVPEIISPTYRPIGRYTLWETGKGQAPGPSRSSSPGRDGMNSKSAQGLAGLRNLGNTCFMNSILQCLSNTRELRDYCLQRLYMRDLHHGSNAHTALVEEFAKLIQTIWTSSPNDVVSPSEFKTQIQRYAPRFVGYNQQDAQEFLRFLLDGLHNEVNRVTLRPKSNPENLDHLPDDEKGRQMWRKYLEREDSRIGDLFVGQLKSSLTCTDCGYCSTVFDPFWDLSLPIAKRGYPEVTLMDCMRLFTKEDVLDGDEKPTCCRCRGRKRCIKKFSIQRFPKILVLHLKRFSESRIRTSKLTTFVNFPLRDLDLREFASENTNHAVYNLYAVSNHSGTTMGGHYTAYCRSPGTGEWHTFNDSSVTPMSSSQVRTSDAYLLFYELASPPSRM
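USP2 core (20nM final) preincubated 30 min RT with compound, then Ub-PLA2 20nM and NBD C6-HPC 20uM final added; buffer 20mM Tris-HCl pH 8.0, 2mM CaCl2. Fluorescence Ex 460/Em 535 read at 0 and 2.5 h; normalized to NEM.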
UbGFP stabilizer – Ubiquitin-GFP Assay | Ubiquitin-GFP reporter cells, proteasome inhibition, GFP fluorescence; response scale: untreated = 0%, 10 µM MG-132 = 100% | Potency, µM (highest dose often 45.9 µM), without a hit: at the top dose activation (GFP accumulation), most hits filed as activators | 67,000 tested, under 10 active | AID 526, 2006; active means well fitted activation curve with a large enough effect, not every such curve was filed as active; inconclusive means small, poorly fitted or top-dose-only effect, or another doubt; inactive means no such curve, though single readings can be large or run the other way; further: potency means the concentration at half of the fitted maximal effect
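GFP accumulation read-out: laser plate cytometry counting ubiquitin(G76V)-GFP-expressing U2OS cells after 4 hr compound exposure at 37 °C. Titrations spanned 46 uM to 2.9 nM; 0% = basal, 100% = 10 uM MG-132; concentration-response curves fitted.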
Fluorescein fluor – qHTS Assay for Spectroscopic Profiling in Fluorescein Spectral Region. max fluorescein-equivalent concentration, M. AID 593, 2007. actives 0.91% (n = 59,000). Compound autofluorescence, 480/540 nm, fluorescein-equivalent; hits give high values; in the data active means max fluorescein-equivalent concentration above about 10 nM; inconclusive means between about 1.1 nM and that limit
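Fluorescein stocks ranging 3 mM down to 300 nM, plus DMSO blanks, were pinned alongside compounds to build a per-plate standard curve. Buffer: 100 mM Tris, pH 8.0. Incubation 15 min, room temperature; filters 480/540 nm.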
Casp1 inh – qHTS Assay for Allosteric/Competitive Inhibitors of Caspase-1 | P29466 | Caspase-1 enzyme, Ac-WEHD-AFC fluorogenic rate | Potency, µM (series often up to 57.5 µM), for inactives: top-dose activity change, negative = inhibition, usual class: inhibitors | actives 0.03% (n = 75,000) | AID 900, 2007;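 further: potency means the concentration at half of the fitted maximal effect; plate controls were vehicle for no effect and no substrate for full effect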
Target sequence (P29466 120-297 limits assumed): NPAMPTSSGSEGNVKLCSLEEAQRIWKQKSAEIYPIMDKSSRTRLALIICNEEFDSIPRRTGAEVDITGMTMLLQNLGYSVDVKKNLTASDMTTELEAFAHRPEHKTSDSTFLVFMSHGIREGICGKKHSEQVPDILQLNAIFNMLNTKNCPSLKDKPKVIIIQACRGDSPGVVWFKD
Target sequence (P29466 317-404 limits assumed): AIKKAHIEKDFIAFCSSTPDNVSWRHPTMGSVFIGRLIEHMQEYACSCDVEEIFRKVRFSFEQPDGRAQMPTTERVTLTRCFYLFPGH
An asterisk follows results filed as active; i = inactive; ? = inconclusive; . = not tested or not shown; [ ] = dose if it differs, or a comment. Unless noted, the call rests on the fitted dose curve; in most records, active means well fitted curve in the direction sought with a large enough effect; inconclusive means small, poorly fitted or top-dose-only effect, or another doubt; inactive means no such curve, though single readings can be large; an effect the other way counts as inactive or inconclusive. This is a subset; the hit share may differ from the screen's.

SMILES	BRCT PPI red	Casp7 inh	BRCT PPI green	GFP derepression	A350 autofl	HEK293 cAMP cs	4-MU autofl	USP2a inhib	UbGFP stabilizer	Fluorescein fluor	Casp1 inh
CCNc1c(N)c(=O)oc2ccccc12	1.2%	-2.9%	-1.1%	-0.3%	?	15.1%	i	7.6%	-2.6%	i	-1.4%
CNC(=O)CN1C(=O)CSc2ncccc21	1.4%	-0.6%	-0.5%	0.0%	.	4.0%	.	.	2.7%	.	-1.3%
CS(=O)(=O)Nc1cccc(-c2cc(NCc3cccs3)ncn2)c1	-0.9%	-2.2%	-1.3%	0.0%[9.22 µM]	i	10.4%	i	50.5%[activator]	-2.1%	?	-1.6%
Cc1cc(Oc2ccccc2)nc(-c2ccccc2)n1	0.1%	-0.8%	-2.1%	-4.7%	.	-5.5%[11.4 µM]	.	0.2%[7.66 µM]	-8.2%[9.17 µM]	.	-4.0%
Cc1cc(C)nc(N2CCC(C(=O)NCCc3ccccc3)CC2)n1	-0.5%	1.5%	-2.6%	-2.3%	i	8.7%	i	.	2.1%	i	0.8%
CCOC(=O)C1CCCN(C(=O)c2ccc(OC(C)=O)cc2)C1 (stereo not drawn)	0.8%	-1.3%	0.6%	0.0%	.	2.7%[11.4 µM]	.	2.9%[7.66 µM]	3.1%[9.17 µM]	.	-0.5%
CCCCn1c(SCC(=O)NCc2cccs2)nc2c1c(=O)n(C)c(=O)n2C	-0.5%	0.8%	2.1%	5.8%	i	5.8%	i	19.6%	0.9%	i	2.0%
CCOc1ccc(N2CC(C(=O)Nc3ccccc3OC)CC2=O)cc1 (stereo not drawn)	-0.3%	2.8%	-1.2%	-2.3%	.	-7.0%	.	.	1.6%	.	0.5%
CCOc1ccccc1C1CC(c2ccc(Br)cc2)Nc2nc(N)nn21 (stereo not drawn)	0.0%	?	-2.2%	-2.0%	.	6.5%	.	.	-14.3%	.	-14.9%
Nc1ncnc2c1ncn2C[C@@H](O)C(=O)O	-0.3%[15.4 µM]	1.8%[11.5 µM]	3.7%[15.4 µM]	-0.2%[9.22 µM]	i	5.7%[11.4 µM]	i	.	5.8%[9.17 µM]	i	-2.1%[11.5 µM]
COc1ccc(C(=O)N2CCC3(CCCN(Cc4ccccc4OC)C3)CC2)cc1	0.8%	0.6%	-1.7%	0.1%[9.22 µM]	i	20.0%	i	37.6%[activator]	6.7%	?	-0.4%
CS(=O)(=O)Nn1cnc2ccccc2c1=O	0.3%	1.2%	-0.9%	-2.7%	i	2.0%	i	1.5%	0.4%	i	0.2%
O=C(CSc1ccc2nnc(-c3cccnc3)n2n1)N1CCOCC1	0.4%	3.1%	-1.5%	.	.	-1.7%	.	.	3.5%	.	0.8%
Cc1c(C(=O)Nn2cnnc2)oc2ccccc12	2.0%	0.0%	-2.9%	6.4%	i	-0.5%	i	-8.8%	4.2%	?	-0.7%
CC[C@H](C)C(=O)O[C@@H]1CCC=C2C=C[C@H](C)[C@@H](CC[C@H]3C[C@@H](O)CC(=O)O3)[C@H]21	.	.	.	-2.4%	?	10.8%	1.08e-08M*	.	-4.9%	i	.
COc1ccc(C)cc1NC(=O)CSc1nnc(-c2ccc(C)cc2)o1	0.7%	-4.9%	-0.4%	-2.3%	.	?	.	.	2.9%	.	-1.5%
Cc1ccc(N(C(C)C(=O)O)S(=O)(=O)c2cccnc2)cc1 (stereo not drawn)	-0.5%	0.3%	-0.3%	.	.	6.1%	.	.	-4.4%	.	-1.7%
Cc1c(C(=O)N(Cc2cccs2)C2CCS(=O)(=O)C2)oc2ccccc12 (stereo not drawn)	-1.0%	-4.3%	-0.8%	-0.5%	?	13.0%	i	9.1%	0.0%	?	-1.8%
O=C(O)CCCNC(=O)c1cncc(Br)c1	-1.7%	-0.4%	-1.3%	.	.	0.0%	.	.	.	.	-2.3%
CCOC(=O)C1=C(CNC2CCCCC2)NC(=O)NC1c1cc(C)ccc1C (stereo not drawn)	-1.3%	0.2%	0.6%	-5.9%	i	?	i	32.3%[activator]	-3.8%	i	-1.3%
CCOc1cccc(OCCCCN2CCOCC2)c1	0.0%	0.3%	2.1%	-3.3%	.	4.0%	.	4.0%	14.1%	.	-1.1%
CCCN1C2CCCC1CC(NC(=O)c1ccccc1)C2 (stereo not drawn)	0.1%	-0.7%	-1.1%	-1.0%	i	0.7%	i	-13.1%	-1.6%	i	0.0%
COC(=O)c1cccc(N(C(=O)c2cnccn2)C(C(=O)NCc2ccccc2)c2ccco2)c1 (stereo not drawn)	-1.2%	0.7%	-0.5%	1.9%	i	4.0%	i	70.5%[activator]	3.4%	?	-1.5%
CCOC(=O)c1cn[nH]c1N	0.7%	-1.0%	-2.1%	2.0%	.	-3.7%	.	-1.5%	-8.7%	.	-1.7%
CCOC(=O)N1CCN(C(=O)c2cc3cc(Br)ccc3oc2=O)CC1	0.4%	-1.6%	-0.2%	.	.	-0.2%	.	.	8.9%	.	-3.2%
N#Cc1c(F)cccc1N1CCOCC1	-0.4%	-0.8%	-0.3%	1.6%	1.58e-08M*	-10.5%	1.53e-08M*	-1.9%	1.9%	i	-0.6%
O=S(=O)(c1ccc(C2CCCCC2)cc1)N1CCN(c2ncccn2)CC1	-1.6%	-3.4%	-1.7%	-3.2%	i	29.5%	i	2.7%	8.9%	?	-1.8%
C#CCCCO/N=C1/C[C@@H](O)[C@@H](O)[C@@H]2[C@@H]3C(=O)N(Cc4ccccc4)C(=O)[C@H]3CC[C@@H]12	-2.1%[15.4 µM]	-0.3%[11.5 µM]	-0.4%[15.4 µM]	.	.	-3.2%[11.4 µM]	.	.	.	.	-1.8%[11.5 µM]
CCOC(=O)C1CCCN(Cc2ccc(OC)cc2OC)C1 (stereo not drawn)	1.0%	-0.5%	-0.7%	0.0%	.	31.6µM*	.	-5.3%	-15.6%	.	-1.4%
CC1(C)Nc2ccccc2N(CCC(=O)N2CCOCC2)C1=O	0.3%	-1.2%	-0.2%	2.2%	.	4.1%	.	-6.1%	-4.2%	.	0.1%
Cc1c[nH]c(=O)n(CCCN2CCN(c3ccccc3OCC(F)(F)F)CC2)c1=O	0.6%	-0.1%	1.3%	0.0%	.	16.2%	.	.	5.7%	.	1.4%
O=C(CN1CCN(C(=O)c2cccs2)CC1)NC1CCCCC1	1.7%	9.7%	-0.1%	1.2%	?	1.5%	i	-9.3%	-3.4%	?	0.7%
CC(C)CN1CC2(CCN(C(=O)c3cccc(F)c3)CC2)C1	1.7%	-0.9%	-2.9%	-0.1%[9.22 µM]	i	-3.7%	i	-2.1%	-4.8%	i	-5.3%
CCOC(=O)Nc1ccc2c(c1)N(C(=O)OCCN(C)C)c1ccccc1CC2	-0.8%	-5.8%	-2.0%	.	.	6.5%	.	.	4.5%	.	-3.2%
COc1ccc(C2CC(C(F)(F)F)n3nc(C(=O)N(C)Cc4cn(C)nc4C)c(Cl)c3N2)cc1 (stereo not drawn)	-0.7%	-2.5%	-0.4%	1.2%	i	3.5%	i	13.9%	20.0%	i	-3.6%
Cc1ccc(C2CC(=O)c3cnc(N4CC(C)CC(C)C4)nc3C2)cc1 (stereo not drawn)	-0.5%	-1.9%	-0.7%	0.0%	?	?	i	1.4%	-10.0%	i	1.7%
Cc1nc(NC2CCCCC2)c2nc(-c3ccccc3)n(CCN(C)C)c2n1	0.7%	-1.4%	-0.9%	.	.	10µM*	.	.	-11.9%	.	2.0%
COC(=O)C1=C(C)NC(C)=C(C(=O)OCCN(C)Cc2ccccc2)[C@H]1c1cccc([N+](=O)[O-])c1	-0.2%[34.4 µM]	-1.7%[25.7 µM]	-0.7%[34.4 µM]	7.8%[20.6 µM]	i	-3.4%[25.6 µM]	i	27.5%[17.1 µM]	1.8%[20.5 µM]	i	-1.9%[25.7 µM]
c1n[nH]c(NCc2ccc3c(c2)OCO3)n1	-0.7%	0.0%	-2.6%	2.4%	i	9.2%	i	0.1%	5.2%	i	-1.8%
COc1ccc(CCNCc2csc3nc4ccccc4n23)cc1OC	1.1%	-5.5%	-1.2%	-2.6%	i	28.4%	i	1.6%	14.1%	i	-1.4%
Cc1cc(C)c(C#N)c(SCS(=O)Cc2ccc(Cl)cc2)n1 (stereo not drawn)	0.7%	-3.3%	0.6%	4.8%	i	?	i	8.1%	-0.9%	i	0.8%
